Rab7 wt modul: modulators of GTP binding to dog Rab7 wildtype GTPase; GST-Rab7 beads, fluorescent GTP binding, flow cytometry; actives lie on both sides; untreated = 100%, excess cold GTP = 0%; GTP binding activity (percent of control), % at 10 µM; hit rate 0.055% among 190,000; AID 758;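 active = fluorescent GTP binding to Rab7 beads changed by at least 20 points from the 100% baseline, either direction, mostly lower; inconclusive = compound itself probably fluorescent, or too few beads counted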;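 also: median green fluorescence of bound Bodipy-FL-GTP per Rab7 bead population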
Cdc42 wt: changes GTP binding to wildtype human Cdc42; P60953; GST-Cdc42 beads, Bodipy-GTP binding, flow cytometry; actives lie on both sides; percent activity (GTP binding), % at 10 µM; hit rate 0.2% among 190,000; AID 761;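 active = percent activity GTP binding at least 20 points away from the 100% baseline, either down as inhibitor or up as activator; inconclusive = compound flagged as likely green fluorescent from well-wide comparison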;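 also: median bead fluorescence of bound Bodipy-FL-GTP at 100 nM; 0% = excess unlabeled GTP control and 100% = no compound control; below 100% means less GTP binding so inhibitor and above means activator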
Target sequence (P60953 whole entry, looked up): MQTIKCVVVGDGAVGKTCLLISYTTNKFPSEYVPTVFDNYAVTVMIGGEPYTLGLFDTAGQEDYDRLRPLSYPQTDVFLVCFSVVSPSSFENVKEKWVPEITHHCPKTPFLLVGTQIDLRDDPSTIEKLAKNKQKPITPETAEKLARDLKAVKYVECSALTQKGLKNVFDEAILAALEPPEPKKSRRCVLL
HRas wt GTP: changes GTP binding to wildtype human HRas; P01112; GST-Ras wt beads, Bodipy-FL-GTP binding, flow cytometry; actives lie on both sides; GTP binding activity, % at 10 µM; hit rate 0.14% among 190,000; AID 759;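 active = GTP binding activity at least 20% away from the 100% baseline, either lowered as inhibitor or raised as activator; inconclusive = flagged as likely green fluorescent, judged across all proteins in the well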;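 also: 0% = unlabeled GTP competition control and 100% = no-compound control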
Target sequence (P01112 whole entry, looked up): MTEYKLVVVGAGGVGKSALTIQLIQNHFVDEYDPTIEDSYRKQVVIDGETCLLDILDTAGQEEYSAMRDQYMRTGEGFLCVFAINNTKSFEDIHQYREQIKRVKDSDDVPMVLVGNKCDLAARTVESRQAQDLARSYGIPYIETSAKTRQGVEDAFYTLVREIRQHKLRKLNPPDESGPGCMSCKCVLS
Mcl1 Noxa PPI: disrupts binding of human Mcl-1 to Noxa peptide; inhibition, % at 21.7 µM; Q07820; hit rate 1.5% among 220,000; AID 1022; TR-FRET Mcl-1/Noxa peptide binding, 2 h;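 active = compounds that cut the protein-peptide binding signal by more than 50% relative to plate controls in a single-dose test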;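 also: His-tagged Mcl-1 with rhodamine Noxa BH3 peptide and terbium anti-His antibody; 0% = Mcl-1 plus Noxa peptide wells and 100% = peptide-only wells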
Target sequence (Q07820 whole entry, looked up): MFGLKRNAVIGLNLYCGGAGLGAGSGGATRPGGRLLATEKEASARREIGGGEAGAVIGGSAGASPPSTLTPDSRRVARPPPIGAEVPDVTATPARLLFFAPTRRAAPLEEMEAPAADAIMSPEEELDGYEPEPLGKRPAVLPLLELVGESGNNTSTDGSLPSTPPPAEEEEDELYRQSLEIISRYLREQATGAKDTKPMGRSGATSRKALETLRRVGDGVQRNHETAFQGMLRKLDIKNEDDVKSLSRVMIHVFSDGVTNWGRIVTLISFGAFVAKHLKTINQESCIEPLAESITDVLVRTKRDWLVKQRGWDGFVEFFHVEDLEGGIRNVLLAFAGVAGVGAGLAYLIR
Avidin bead fluor: compound fluoresces at 488/530 nm on avidin beads. compound fluorescence 488/530 nm, flow cytometry; hits give high values. fluorescence (KMESF) at 10 µM. hit rate 0.38% among 220,000. AID 1775; in the data active = fluorescence above about 47; also: inactives centre near 10
Rac1 wt GTP bind: human Rac1 wildtype GTP binding, inhibitors and activators; AID 757; P63000; GST-Rac1 beads, fluorescent GTP binding, flow cytometry; actives lie on both sides; 0 = cold GTP competed, 100 = untreated; GTP binding activity (% of control), % at 10 µM; hit rate 0.27% among 190,000;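 active = GTP binding activity at least 20 points away from the 100% control level, either lower or higher; inconclusive = compound flagged as likely green fluorescent, judged across all proteins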
Bim-Mcl-1: inhibitors of Bim-Mcl-1 interaction, human; inhibition, % at 10 µM; hit rate 0.1% among 190,000; Bead-based flow cytometry, Bim peptide-Mcl-1 binding; Q07820; in the data active = inhibition above about 40%;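 also: 0% = no compound tracer wells and 100% = peptide blocker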
Mcl1 Bid PPI: Mcl-1/Bid interaction inhibition; Q07820; TR-FRET Mcl-1/Bid-Dy647 peptide binding, 1536-well; inhibition, % at 21.7 µM; hit rate 0.97% among 220,000;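 active = compounds that cut the binding signal by more than half at the single screening dose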;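 also: His-tagged Mcl-1 with europium anti-His antibody binding Bid BH3 peptide; 0% = Mcl-1 plus peptide wells and 100% = peptide-only wells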
Rac1 mut GTP: alters GTP binding to activated mutant human Rac1; hit rate 0.11% among 190,000; percent activity (GTP binding), % at 10 µM; AID 764; GST-Rac1 activated beads, fluorescent GTP binding, flow cytometry; actives lie on both sides; 100% means binding = to untreated wells; P63000;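 active = GTP binding at least 20 percentage points away from the 100% baseline, in either direction, so actives lie on both sides; inconclusive = Compound likely fluorescent itself, or too few beads counted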
Pf gametocyte: inhibitors of late stage P. falciparum gametocyte viability | P. falciparum stage V gametocytes, ATP luminescence, 24 h | inhibition, % at 10.9 µM | hit rate 0.065% among 150,000;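 active = inhibition above the mean plus 3 SD of compounds within the control limits, set per campaign, cut at about 38% in these data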;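 also: 0% = DMSO wells and 100% = medium only without gametocytes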
Rab2 wt GTP: changes GTP binding to wildtype dog Rab2A, up or down. GST-Rab2 wt beads, Bodipy-GTP binding, flow cytometry. AID 760. hit rate 0.19% among 190,000. GTP binding activity, % at 10 µM. P61105;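 active = GTP binding activity at least 20 points away from 100%, either lowered or raised; inconclusive = signal likely due to the compound's own green fluorescence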;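 also: 0% = beads with excess unlabeled GTP and 100% = no-compound control corrected for plate trend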
Numbers without * were called inactive; ? = inconclusive; . = not tested or not shown.

no.	Compound	Rac1 wt GTP bind	Avidin bead fluor	Rab2 wt GTP	Mcl1 Bid PPI	HRas wt GTP	Pf gametocyte	Bim-Mcl-1	Mcl1 Noxa PPI	Cdc42 wt	Rab7 wt modul	Rac1 mut GTP
1	O=C(O)CSc1nccc2ccccc12	91.0	5	98.0	-20.9	95.0	.	-1.0	-2.3	96.0	102.0	94.0
2	O=C(O)c1ccc2c(c1)C(=O)/C(=C\c1ccco1)C2=O	90.0	10	92.0	-48.6	88.0	-6.2	3.0	66.5*	91.0	92.0	89.0
3	Cn1cc(C(=O)Nc2ccc(F)c(F)c2)cn1	103.0	12	97.0	-42.2	100.0	10.3	0.0	-19.6	93.0	97.0	97.0
4	O=C(/C=C/c1ccc(Br)cc1)NC(=O)c1ccccc1O	93.0	9	90.0	-3.4	95.0	.	0.0	21.6	99.0	95.0	92.0
5	CN(C)c1cccc(C(=O)OCC(=O)N2CCc3ccccc3C2)c1	96.0	9	95.0	-18.1	95.0	.	-1.0	9.3	98.0	92.0	96.0
6	C/C(=C1/SC(N2CC(C)OC(C)C2)=NC1=O)c1ccccc1 (centres undefined)	103.0	12	98.0	-5.2	101.0	3.4	-2.0	-4.2	102.0	97.0	99.0
7	O=C(O)c1cc2c(ccc3ccccc32)o1	90.0	30	91.0	26.3	92.0	-0.8	0.0	22.3	89.0	94.0	89.0
8	Cc1cccc(C)c1OC(=O)CSc1nnc(-c2ccccc2)o1	104.0	7	102.0	-1.6	102.0	12.2	0.0	8.9	100.0	100.0	96.0
9	COc1cnc(-c2ccccn2)nc1Sc1ccccc1Cl	102.0	22	97.0	-20.5	99.0	-8.9	1.0	-20.4	97.0	98.0	99.0
10	O=C(c1ccc2ccccc2c1)c1c[nH]cc1-c1ccccc1	96.0	6	93.0	-5.8	96.0	.	-4.0	19.3	93.0	96.0	93.0
11	CCOC(=O)c1c(NC(=O)C[n+]2ccc(Cc3ccccc3)cc2)sc(C)c1C	98.0	11	97.0	-35.1	98.0	23.8	-2.0	5.5	94.0	103.0	97.0
12	CC(=O)N1CC=C2C(C#N)=C(N)C(C#N)(C#N)C(C)C2C1 (centres undefined)	107.0	4	100.0	-14.8	100.0	20.5	-3.0	6.3	103.0	100.0	100.0
13	CCOC(=O)C1(Cc2ccc(Cl)cc2)CCN(CCCn2cccn2)CC1	99.0	13	101.0	-6.7	96.0	6.5	-2.0	12.5	101.0	97.0	96.0
14	CC(C)C(=O)Nc1cccc(-c2cn3ccsc3n2)c1	101.0	18	100.0	-33.1	99.0	.	-2.0	-4.8	101.0	97.0	100.0
15	OC1CCCN(Cc2c3ccccc3cc3ccccc23)C1 (centres undefined)	102.0	6	100.0	-21.0	102.0	.	36.0	10.0	103.0	98.0	99.0
16	Cc1csc(SC(C)C(=O)NCC2CCCCC2)n1 (centres undefined)	101.0	11	98.0	6.6	96.0	17.9	-4.0	17.5	96.0	98.0	98.0
17	CN(C)c1ccc(NC(=O)CN2CCN(CC(=O)Nc3ccc(F)cc3)CC2)cc1	119.0	12	111.0	-42.8	111.0	2.0	-3.0	13.4	115.0	105.0	102.0
18	CCOC(=O)CSc1nnc(C2CCCCC2)n1C	107.0	46	100.0	-19.1	102.0	.	-6.0	-18.2	101.0	102.0	101.0
19	O=C(CSc1n[nH]c(-c2cccnc2)n1)Nc1ccnc2ccccc12	102.0	10	99.0	-27.4	100.0	26.8	-3.0	2.8	105.0	100.0	98.0
20	O=C(NC1=NCCS1)c1cc(-c2cccc(Br)c2)nc2ccccc12	104.0	18	99.0	11.9	100.0	-4.0	-3.0	4.3	100.0	102.0	99.0
21	O=C(c1cnn2ccccc12)N1CCc2ccccc21	100.0	6	100.0	-3.1	98.0	.	0.0	-0.5	101.0	101.0	99.0
22	O=C(O)c1cccc2c1C(=O)N(C1CCCCC1)C2	104.0	7	101.0	-22.9	100.0	.	3.0	15.3	102.0	101.0	101.0
23	O=C(NCCN1CCN(c2cccc(Cl)c2)CC1)c1ccc(CSc2nc3ccncc3[nH]2)cc1	105.0	8	95.0	-12.1	97.0	-20.9	4.0	12.8	95.0	96.0	95.0
24	COC(=O)CN(c1ccc(C)c(Cl)c1)S(C)(=O)=O	94.0	14	94.0	8.0	96.0	14.2	-5.0	2.5	97.0	92.0	93.0
25	CC(C)(C)C1CCc2onc(C(=O)Nc3ccc(F)cc3F)c2C1 (centres undefined)	98.0	10	103.0	-8.8	101.0	0.1	-2.0	-9.5	97.0	105.0	98.0
26	CCCOc1ccc(C(CC(=O)O)NC(=O)C23CC4CC(CC(C4)C2)C3)cc1 (centres undefined)	105.0	19	100.0	-7.1	102.0	.	20.0	1.4	99.0	103.0	99.0
27	Cc1ccc2c(c1)Sc1ccccc1CC2=O	96.0	29	97.0	17.6	98.0	14.6	-5.0	-29.0	97.0	94.0	96.0
28	CCc1nnc(NC(=O)[C@@H](NC(=O)c2cccc(S(=O)(=O)N3CCOCC3)c2)C(C)C)s1	100.0	12	101.0	-20.4	101.0	.	-2.0	17.3	101.0	103.0	100.0
29	CCOC(=O)NCc1ccc2c(c1)cc(C)n2C	107.0	11	101.0	-27.9	102.0	-49.4	-5.0	0.8	103.0	100.0	100.0
30	COc1ccc(OC)c(NS(=O)(=O)c2cccs2)c1	105.0	27	99.0	-44.2	100.0	-13.2	-3.0	7.3	103.0	99.0	100.0
31	Cc1cc(C)n(/N=C/c2cccc(O)c2)c(=O)c1C(N)=O	100.0	21	99.0	-39.4	102.0	-6.1	0.0	16.4	100.0	99.0	97.0
32	CCOc1ccccc1NC(=O)C(NC(=O)C1CCC(C)CC1)C(C)C (centres undefined)	98.0	10	99.0	-28.3	99.0	-2.3	0.0	10.7	94.0	104.0	96.0
33	C=C(C)CNC(=S)N/N=C(\C)c1ccc(Cl)s1	103.0	14	98.0	-81.8	101.0	.	-7.0	-34.9	99.0	98.0	99.0
34	CCOc1ccc(-c2nnn(CC(=O)N3CCCC3)n2)cc1OCC	106.0	20	106.0	-8.0	103.0	.	-4.0	2.1	100.0	101.0	102.0
35	COc1ccccc1-c1nnc(SCC(=O)Nc2ccc(Cl)cc2Cl)o1	111.0	14	104.0	-17.3	105.0	-1.3	0.0	11.1	103.0	104.0	100.0
36	O=C(NN=C1C2CC3CC(C2)CC1C3)c1cccs1	101.0	8	102.0	-6.9	103.0	.	1.0	-9.0	103.0	102.0	101.0
37	CCNc1nc(N)nc(Oc2ccc(OCc3ccccc3)nn2)n1	97.0	30	96.0	-8.2	98.0	.	-4.0	9.3	99.0	97.0	96.0
38	CCCCCc1nc(N)c(C#N)c(-c2ccco2)c1CCCC	105.0	13	101.0	-37.0	103.0	.	-3.0	40.2	104.0	101.0	102.0
39	COC(=O)Cn1cnc2sc(C)c(S(=O)(=O)N3CCN(c4ccccc4OC)CC3)c2c1=O	104.0	14	102.0	-35.8	100.0	.	-5.0	-3.1	103.0	100.0	101.0
40	CCc1ccccc1NC(=O)CN(C)C(=O)COc1ccc(C)nc1[N+](=O)[O-]	101.0	12	99.0	-34.6	100.0	.	-4.0	-12.2	97.0	99.0	99.0
41	COc1ccc(CCN(Cc2cc3cccc(C)c3[nH]c2=O)C(=O)N2CCCC2)cc1OC	99.0	20	95.0	-6.2	97.0	.	0.0	2.3	98.0	96.0	97.0
42	Cc1cc([N+](=O)[O-])ccc1N(C)C	102.0	8	99.0	4.9	101.0	-7.0	0.0	23.4	103.0	97.0	100.0
43	CN(c1ccc(C(=O)N2CCN(Cc3ccc4c(c3)OCO4)CC2)cc1)S(=O)(=O)c1ccccc1	102.0	7	102.0	-24.0	103.0	.	1.0	-6.0	103.0	104.0	101.0
44	CCN1C(=O)c2cccc3c(S(=O)(=O)N(C(=O)c4cccnc4)c4ccc(OC)cc4)ccc1c23	106.0	6	98.0	-14.3	102.0	-4.5	-9.0	6.1	102.0	99.0	102.0
45	CC(=O)Nc1ccc(NC(=O)COc2ccc(S(=O)(=O)NC(C)c3ccccc3)cc2)cc1 (centres undefined)	117.0	10	114.0	-38.7	114.0	5.0	-4.0	3.2	114.0	118.0	107.0
46	CN(C)c1ccc(C(c2nnnn2C(C)(C)C)N2CCN(C(=O)c3ccco3)CC2)cc1 (centres undefined)	110.0	9	102.0	-8.4	103.0	-36.2	0.0	50.2	105.0	104.0	101.0
47	O=C(NC1CCCCC1)NC12CC3CC(CC(C3)C1)C2	102.0	10	101.0	-2.7	101.0	4.4	-2.0	1.7	104.0	105.0	97.0
48	O=C(NNC(=O)c1cccc(O)c1)Nc1ccc([N+](=O)[O-])cc1	?	12	?	-30.2	?	-5.7	-1.0	18.7	?	?	?
49	C=CCn1c(SCc2nc3scc(-c4ccccc4)c3c(=O)[nH]2)nnc1-c1ccccc1F	103.0	13	96.0	-36.9	100.0	.	-9.0	6.4	101.0	101.0	97.0

Bioassay records from PubChem.
